XiGFP reactiv: X-chromosome reactivation activator | XiGFP mouse fibroblasts, % GFP-positive cells imaging, 3 d; cells co-treated with 5-aza-dC sensitizer; scaled so ellipticine positive control = 100% | activation, % at 7.58 µM | hit rate 0.055% among 360,000;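 active means mean normalized replicate activation at least 10% and every replicate at or above 10%; inconclusive means only one of the two criteria met; inactive means mean below 10% and not all replicates reach 10%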;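 further: 0% = median of on-plate neutral control wells and 100% = ellipticine 6 µM median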
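material = 68-5-11 XiGFP fibroblast line | medium = DMEM plus 5-aza-dC sensitizer | schedule = 3 days compound exposure | benchmarks = positive control ellipticine, 6 µM final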
PAX8 reporter: PAX8 transcriptional activity inhibition | hit rate 1.2% among 360,000 | inhibition, % at 12.6 µM | RMG-I TPO-luciferase reporter, SteadyGlo, 24 h;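 active means mean replicate inhibition at least 60% with every replicate also reaching 60%; inconclusive means only one of the two criteria is met; inactive means mean below 60% and not all replicates reaching 60%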;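 further: luciferase light reporting Pax8 driven TPO promoter activity; plate controls were median of neutral control wells for no effect and mitoxantrone controls for full effect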
F508del corr: CFTR F508del correction in bronchial cells; CFBE cells, YFP halide quenching; stimulated with forskolin plus potentiator P3; % fluorescence drop versus neutral controls; activity (quench increase), % at 7.58 µM; hit rate 0.36% among 350,000; AID 720511;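 active means mean added fluorescence quench of at least 8% versus neutral control, with both replicates also reaching 8%; inconclusive means only one of the mean or replicate conditions met; inactive means mean below 8% and not both replicates reaching 8%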;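 further: cells transiently co-express mutant CFTR-F508del with the halide-sensitive YFP; corrector assay measuring rescue of mutant channel to the surface after 24 h compound exposure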
EWS-Fli inh: blocks EWS/Fli oncoprotein-driven transcription; A673 NR0B1-luciferase reporter, viability-normalised; hit rate 0.67% among 350,000; inhibition, % at 12.6 µM;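 active means mean inhibition of at least 50% after viability correction, with every replicate also passing that limit; inconclusive means mean reaches 50% but only one of two replicates passes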;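 further: firefly luciferase signal divided by Alamar Blue viability fluorescence both relative to DMSO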
GSIS activator: GLuc luminescence reporter in INS-1E cells, primary screen for activators of glucose-dependent secretion of insulin; hit rate 0.61% among 370,000; activation, % at 16.6 µM; INS-1E GLuc reporter insulin secretion, 2-3 h; AID 743287;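 active means lowest replicate activation of at least 40%, so every replicate reaches that level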;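 further: 0% = median of neutral control wells and 100% = median of IBMX positive control wells; some compounds called inactive have numbers as strong as hits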
DENV2 CPE: protects cells from dengue virus 2 cytopathic effect; CPE inhibition, % at 9.99 µM; hit rate 1.7% among 350,000; DENV2-infected cells, cytopathic effect rescue, plate reader; AID 651640; in the data active means CPE inhibition above about 20%, passing the limit was not always enough; inconclusive means no clear call, values can overlap the other calls; tested in BHK-21 cells;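 further: 0% = median of neutral control wells and 100% = median of positive control wells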
ARNT TACC3 PPI: disruptors of human ARNT/TACC3 interaction; hit rate 0.66% among 390,000; inhibition, % at 9.99 µM; AID 623870; AlphaScreen His-ARNT PAS-B/GST-TACC3 binding, luminescence; TACC3 fragment carries E629A point mutation;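 active means mean inhibition of replicates at least 50% and at least half of replicates each reaching 50%; inconclusive means half or more replicates reach 50% but mean below 50%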;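 further: 0% = complete ARNT plus TACC3 wells and 100% = ARNT alone without TACC3; many hits fall short of the cut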
ERp5 block: ERp5 (human) disulfide isomerase inhibition; hit rate 0.05% among 350,000; inhibition, % at 9.99 µM; AID 651711; ERp5 insulin aggregation, absorbance 650 nm, 90 min;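 active means mean replicate inhibition above about 25%, with every replicate also reaching it, limit read from the data, passing the limit was not always enough; inconclusive means only one of those two criteria met; inactive means neither criterion met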
Target sequence (Q15084 whole entry, looked up): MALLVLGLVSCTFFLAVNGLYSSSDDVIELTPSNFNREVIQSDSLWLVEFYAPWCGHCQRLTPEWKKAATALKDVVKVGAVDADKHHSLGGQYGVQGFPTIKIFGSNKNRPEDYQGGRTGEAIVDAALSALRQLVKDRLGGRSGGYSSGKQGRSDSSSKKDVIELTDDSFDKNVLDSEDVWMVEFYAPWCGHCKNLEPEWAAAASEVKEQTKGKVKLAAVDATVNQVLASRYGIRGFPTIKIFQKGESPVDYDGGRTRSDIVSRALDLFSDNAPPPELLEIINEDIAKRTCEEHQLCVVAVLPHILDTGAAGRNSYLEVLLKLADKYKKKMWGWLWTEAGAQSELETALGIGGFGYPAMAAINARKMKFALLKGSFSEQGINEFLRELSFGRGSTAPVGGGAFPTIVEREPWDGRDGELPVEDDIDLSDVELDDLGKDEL
Numbers without * were called inactive; ? = inconclusive; · = no result given; & = joins results of further samples.

SMILES	XiGFP reactiv	PAX8 reporter	F508del corr	EWS-Fli inh	GSIS activator	DENV2 CPE	ARNT TACC3 PPI	ERp5 block
Nc1nc(-c2ccccc2)c(-c2ccccc2)n1N	0.0	-6	2.7	-21	11	0	19	-2
C[C@@H]1CN([C@H](C)CO)C(=O)CCCn2cc(nn2)CO[C@@H]1CN(C)S(=O)(=O)c1ccc2ccccc2c1	0.8	·	-0.6	-5	11	-2	-7	7
Cn1nc(C(F)(F)F)c(-c2ccc(Br)cc2)c1NC(=O)c1ccco1	0.0	-32	2.3	8	-19	0	-2	-4
CCCNC(=O)COc1ccc(C=O)cc1	·	-12	-1.6	-5	·	3	-11	1
CC(CNC(=O)c1ccc(NC2=NC3CS(=O)(=O)CC3S2)cc1)c1ccccc1 (configuration not stated)	0.0	-10	0.6	0	9	5	-4	-8
CCCC(=O)Nc1ccc2c(c1)OC[C@H](C)N(CCc1ccccc1)C[C@H](C)[C@H](OC)CN(C)C2=O	-0.4	·	-2.1	-4	-3	·	·	·
CCCCCCN1C[C@H](n2cc(-c3ccc(F)cc3)nn2)[C@@H](O)C[C@@H]1c1ccccc1	-0.1	10	-3.0	1	-3	93*	·	3
O=S(=O)(c1cccc(F)c1)N1[C@@H]2CNC[C@H]1C2c1ccc(-c2cccnc2)cc1 (some centres not stated)	0.1&0.1	-4	0.5&0.6	-4	-15&-5	-16&16	·	7&-3
COc1ccc(CN2C(=O)c3ccccc3C2c2nnnn2-c2c(C)cccc2C)cc1OC (configuration not stated)	0.6	10	-1.9	10	-22	-1	·	-1
C[C@@]12CCC[C@@](C)(C(=O)O)C1CC[C@@]13C[C@@H](NCc4ccccc4)[C@@](C)(CCC12)C3 (some centres not stated)	-0.1	32	-1.9	-5	·	6	-3	-7
COCC(=O)N(C)C[C@H]1Oc2ncc(-c3ccccc3F)cc2C(=O)N([C@H](C)CO)C[C@@H]1C	-0.6	-16	-3.4	7	17	-1	5	-1
Cc1ccccc1C(=O)NCC(c1ccco1)N1CCc2ccccc21 (configuration not stated)	-0.1	5	-0.3	4	-23	?	4	18
C[C@@H]1CN([C@H](C)CO)C(=O)c2cc(C3=CCCCC3)cnc2O[C@@H]1CN(C)C(=O)c1ccc(F)cc1	-1.3	·	1.7	2	4	9	-2	-2
O=C([C@H]1[C@H](CO)[C@H]2Cn3c(ccc(C4=CCCC4)c3=O)[C@H]2N1Cc1nccs1)N1CCOCC1	0.3	·	·	-2	18	1	8	-2
O=C(O)C1C2C=CC(C2)C1C(=O)Nc1cccc(C(=O)N2CCCCC2)c1 (configuration not stated)	·	·	-1.4	11	-10	·	-9	2
COc1ccc(C(=O)Nc2ccncc2)c(OC)c1	0.4	-17	-1.0	-3	7	12	-6	-2
COc1ccccc1C/C(N)=N/OC(=O)c1cccs1	0.1	-23	-1.1	-2	2	-6	-2	-3
CCC(=O)Nc1ccc2c(c1)OC[C@@H](C)N(C(=O)COC)C[C@H](C)[C@H](OC)CN(C)C2=O	0.0	-8	-1.2	-1	-5	16	-4	10
C[C@H]1CN([C@@H](C)CO)C(=O)Cc2cc(NC(=O)NC3CCCCC3)ccc2O[C@H]1CN(C)C	-1.3	-2	-1.3	-3	31	10	-27	0
CC(C)n1nnnc1C1c2ccccc2C(=O)N1Cc1cccs1 (configuration not stated)	0.0	-16	0.2	-1	14	17	·	1
CCCCC1CCC(C(=O)Nc2ccc(N3CCOCC3)cc2N2CCOCC2)CC1 (configuration not stated)	-0.1	-3	-0.2	7	-16	6	6	-4
CC(C)(C)c1nc(C(C)(C)C)c(Br)c(=O)[nH]1	0.0	-4	1.9	3	8	-8	·	3
O=C(Nc1ccccc1)N[C@H]1CC[C@@H](CCn2cc(C3(O)CCCC3)nn2)O[C@@H]1CO	-0.3	-5	-0.5	2	5	-6	6	5
Cc1ccc(S(=O)(=O)N2CCOCC2)cc1C(=O)OC(C)C(=O)c1ccccc1 (configuration not stated)	1.2	11	-2.4	8	-3	-2	5	-2
COC(=O)C1=C(C)N(CC(C)C)C(=S)NC1c1cccc(OC)c1 (configuration not stated)	0.4	1	-1.4	2	-34	-7	·	10
COC(=O)Cc1[nH]c(Cl)nc1C(N)=O	0.0	7	2.2	-4	-6	3	·	0
CCCCN1C[C@H](CO)Oc2cccc(F)c2S1(=O)=O	0.3	9	1.1	-4	-10	15	-16	5
C/C(=N\NC(=O)Cn1c(-c2ccccn2)nc2ccccc21)c1cccc(O)c1	0.5	1	-2.9	10	3	-5	0	6
CCSc1nnc(NC(=O)CCN2C(=O)C3CCCCC3C2=O)s1 (configuration not stated)	0.6	-46	0.1	-25	25	10	4	-7
C[C@H](CO)N1C[C@H](C)[C@H](CN(C)Cc2cccnc2)Oc2cc(C#C[C@@H](C)O)ccc2S1(=O)=O	-0.9	·	1.6	1	26	-4	-4	-1
COc1ccc(-c2nc(N)ncc2-c2ccc(OC)c(OC)c2)c(O)c1	0.1	24	7.7	-18	49*	3	-12	3
COCCn1c(SC(C)C(=O)NCC2CCCO2)nc2scc(-c3ccc(F)cc3)c2c1=O (configuration not stated)	0.3	20	2.0	2	20	3	-2	2
N#CCC(=O)Nc1ccc(C(=O)OCC(=O)NC(=O)NCc2ccco2)cc1	0.0	1	-2.5	-1	·	3	1	-11
Cc1ccc2nsnc2c1NC(=O)c1cncc(Br)c1	0.0	17	1.1	2	-5	?	11	-1
CCn1c(C)nnc1SCC(=O)NC1CCCCCC1	0.3	-8	0.2	·	12	-3	2	4
O=C(C[C@H]1CC[C@H](NC(=O)c2ccc(F)cc2)[C@H](CO)O1)NCCc1ccncc1	0.0	0	2.2	1	6	2	-8	2
CCCCCCC12C(=Cc3cc4c(cc31)OCCO4)c1cc(OC)c(OC)cc1C(CC(=O)NCc1ccccc1)N2C(=O)OC (configuration not stated)	0.1	26	-0.8	-16	·	-5	·	-5
COc1ccc(CN(C)C(=O)c2cc(-c3ccccc3)nc3ccc(C)cc23)c(OC)c1OC	0.3	14	-2.2	0	1	-5	7	11
Cc1cc(C)c(S(=O)(=O)N2CCCOC2CNC(=O)C(=O)NCc2ccccn2)c(C)c1 (configuration not stated)	0.0	-9	0.7	-2	17	5	-1	7
Cc1nnc(SC(C)C(=O)NC2CCCc3ccccc32)n1-c1ccccc1 (configuration not stated)	0.0	-2	·	7	-28	20	-7	1
O=C(O)CCS(=O)(=O)c1cc(Br)cc2c1N(C(=O)C1CC1)CC2	0.3	10	-2.2	0	6	4	-9	5
CC=Cc1ccc2n(c1=O)C[C@H]1[C@H](CO)[C@@H](C(=O)NCc3ccccc3)[C@@H]2N1Cc1ccccc1OC (mixture of isomers)	0.1	-3	-1.3	·	-18	2	·	0
C[C@@H]1CN([C@@H](C)CO)C(=O)CCCn2cc(nn2)CO[C@H]1CN(C)CC1CCCC1	-0.1	13	1.5	5	13	19	-5	0
COc1ccc(Br)cc1[C@H]1[C@H]2C=CC[C@@H](C)[C@@H]2C(=O)N1Cc1ccccc1	0.0	14	-0.9	33	-5	66*	-1	7
C[C@H]1CN([C@@H](C)CO)C(=O)c2cc(NC(=O)Nc3ccc4c(c3)OCO4)ccc2O[C@@H]1CN(C)Cc1ccc(-c2ccccc2)cc1	0.0	23	1.1	-2	13	0	1	3
COc1ccccc1N1CCN(C(=O)c2ccccc2SCC(=O)N2CCCC2)CC1	0.1	1	-2.3	-1	0	-3	11	-4
O=C1C(=Cc2ccco2)CCC1=Cc1ccco1	0.1	1	1.6	-25	-2	0	-2	8
C[C@@H]1CN([C@@H](C)CO)C(=O)c2cc(NC(=O)Cc3cn(C)c4ccccc34)ccc2O[C@@H]1CN(C)S(C)(=O)=O	0.0	17	-0.2	-18	11	-15	2	1
CCOC(=O)c1c(S(=O)(=O)N2CCCC2)c(C)n(C)c1C	0.1	-5	0.5	·	-6	-8	·	0
CO[C@@H]1CN(C)C(=O)c2ccc(NC(C)=O)cc2OC[C@H](C)N(C(=O)C2CCC2)C[C@H]1C	-0.2	4	-0.1	3	-1	?	5	1
(further entries)
SMILES	XiGFP reactiv	PAX8 reporter	F508del corr	EWS-Fli inh	GSIS activator	DENV2 CPE	ARNT TACC3 PPI	ERp5 block
COc1cccc(OCC(O)CN2CCN(c3ccccc3)CC2)c1 (configuration not stated)	0.1&0.0	17&12	1.2&3.0	0&8	10&-32	7&10	3&-6	3&3
O=C(c1ccc2ccccc2c1)N1CCc2ccccc21	0.0	-76	-3.2	-126	4	-2	-2	1
CCCCN(Cc1cccs1)S(=O)(=O)c1ccc(-c2ccc(=O)[nH]n2)s1	0.2	4	-6.1	0	-4	8	-2	1
CCN(CCS(=O)(=O)c1ccc(Cl)cc1)C(=O)Nc1ccccc1	-0.1	-21	2.2	12	·	-2	·	·
Cn1ccc2c(-c3ccc(C(N)=O)cc3)cc3c(c21)C1CCC3O1 (configuration not stated)	0.2	3	1.2	-3	24	-1	·	4
C[C@@H]1CN([C@@H](C)CO)C(=O)c2cc(NS(=O)(=O)c3ccc(F)cc3)ccc2O[C@H]1CN(C)S(=O)(=O)c1cccs1	0.2	8	-1.3	-7	4	46*	7	-6
C[C@@H]1CN([C@H](C)CO)S(=O)(=O)c2ccc(C3=CCCCC3)cc2O[C@@H]1CN(C)S(C)(=O)=O	-0.7	·	-4.5	-3	-19	0	0	4
COc1ccc(-c2cc(C(=O)NCCCN3CCOCC3)on2)cc1OC	0.0	-4	-2.8	·	-3	0	1	·
O=C(COC(=O)CNC(=O)C1CCCCC1)Nc1cccc(F)c1	0.0	-8	-0.6	0	-13	1	·	-1
O=[N+]([O-])c1cccc(C2=NCCC(c3ccccc3)O2)c1 (configuration not stated)	0.0	-17	1.3	-28	3	14	·	-7
CC(=O)NCCC(=O)Nc1ncc(S(=O)(=O)c2ccc([N+](=O)[O-])cc2)s1	0.0	2	3.0	-9	6	-2	0	0
CCC/C=C/c1ccc(CN2C(C(C)C)C(=O)N(Cc3cn(CCOCOC)nn3)CCS2(=O)=O)cc1 (configuration not stated)	0.0	-20	2.4	-2	-31	3	·	3
O=C(Nc1cccc(F)c1)N1CCCCN2[C@H](C1)[C@H](c1ccc(C#CC3CC3)cc1)[C@@H]2CO	0.0	1	-3.7	-5	-14	0	5	1
Cc1ccccc1-c1ccc2c(c1)O[C@@H](CN(C)C(=O)c1ccccn1)[C@@H](C)CN([C@H](C)CO)S2(=O)=O	-1.3	8	-1.4	-3	21	0	-1	13
COc1cccc(-c2ccc3n(c2=O)C[C@H]2[C@H](CO)[C@@H](C(=O)N(C)C)N(C(=O)C4CCCC4)[C@@H]32)c1	0.1	·	1.0	0	7	8	-4	-3
COCCNC(=O)C[C@H]1C[C@H]2c3cc(N(C)C)ccc3O[C@H]2[C@@H](CO)O1	-0.1	-11	0.8	-2	13	1	·	2
S=C(NN=Cc1ccccn1)Nc1ccccn1	1.6	1	-5.5	-17	3	-4	·	10

Reprinted from above for reference:
SMILES	XiGFP reactiv	PAX8 reporter	F508del corr	EWS-Fli inh	GSIS activator	DENV2 CPE	ARNT TACC3 PPI	ERp5 block
Cc1ccccc1-c1ccc2c(c1)O[C@@H](CN(C)C(=O)c1ccccn1)[C@@H](C)CN([C@H](C)CO)S2(=O)=O	-1.3	8	-1.4	-3	21	0	-1	13
COc1cccc(-c2ccc3n(c2=O)C[C@H]2[C@H](CO)[C@@H](C(=O)N(C)C)N(C(=O)C4CCCC4)[C@@H]32)c1	0.1	·	1.0	0	7	8	-4	-3
COCCNC(=O)C[C@H]1C[C@H]2c3cc(N(C)C)ccc3O[C@H]2[C@@H](CO)O1	-0.1	-11	0.8	-2	13	1	·	2
